# High-throughput results deposited in PubChem by Broad Institute.
# PAX8 inh HTS: inhibitors of PAX8-driven TPO luciferase reporter, primary screen, RMG-I cells, single concentration | SteadyGlo, 24 h | inhibition, % at 12.6 µM | 360,000 compounds, 1.2% hits | AID 652154, 2013;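 active means mean replicate inhibition at least 60% with every replicate also reaching 60%; inconclusive means only one of the two criteria is met; inactive means mean below 60% and not all replicates reaching 60%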;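 further: luciferase light reporting Pax8 driven TPO promoter activity; plate controls were median of neutral control wells for no effect and mitoxantrone controls for full effect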
# DENV2 CPE: inhibitors of DENV2 cytopathic effect, primary screen, cell-based, plate reader, single concentration; DENV2-infected cells, cytopathic effect rescue; CPE inhibition, % at 9.99 µM; 350,000 compounds, 1.7% hits; in the data active means CPE inhibition above about 20%, passing the limit was not always enough; inconclusive means no clear call, values can overlap the other calls; tested in BHK-21 cells;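 further: 0% = median of neutral control wells and 100% = median of positive control wells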
# EWS-Fli inh: EWS/Fli-driven NR0B1 reporter inhibitors, primary screen, A673 cells, NR0B1 luciferase, luminescence, MLPCN library | viability-normalised | inhibition, % at 12.6 µM | 350,000 compounds, 0.67% hits | AID 651661, 2012;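 active means mean inhibition of at least 50% after viability correction, with every replicate also passing that limit; inconclusive means mean reaches 50% but only one of two replicates passes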;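 further: firefly luciferase signal divided by Alamar Blue viability fluorescence both relative to DMSO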
# F508del corr: F508del CFTR correction, initial screen, CFBE line, single point | 350,000 compounds, 0.36% hits | AID 720511, 2013 | CFBE cells, YFP halide quenching; stimulated with forskolin plus potentiator P3; % fluorescence drop versus neutral controls | activity (quench increase), % at 7.58 µM;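 active means mean added fluorescence quench of at least 8% versus neutral control, with both replicates also reaching 8%; inconclusive means only one of the mean or replicate conditions met; inactive means mean below 8% and not both replicates reaching 8%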;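 further: cells transiently co-express mutant CFTR-F508del with the halide-sensitive YFP; corrector assay measuring rescue of mutant channel to the surface after 24 h compound exposure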
# XiGFP reactiv: activators of inactive X chromosome reactivation, primary screen, imaging, XiGFP fibroblasts, GFP high-content imaging, set 2; 360,000 compounds, 0.055% hits; activation, % at 7.58 µM; XiGFP mouse fibroblasts, % GFP-positive cells imaging, 3 d; cells co-treated with 5-aza-dC sensitizer; scaled so ellipticine positive control = 100%; AID 743238, 2013;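 active means mean normalized replicate activation at least 10% and every replicate at or above 10%; inconclusive means only one of the two criteria met; inactive means mean below 10% and not all replicates reach 10%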;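 further: 0% = median of on-plate neutral control wells and 100% = ellipticine 6 µM median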
#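 assay system = SV40-immortalized XiGFP fibroblast cells, line 68-5-11 | buffer or medium = DMEM plus 5-aza-dC sensitizer | doses = single-point pinned compound dosing | times = 3-day compound exposure, then 15 min fixation at room temperature | benchmarks = positive control ellipticine, 6 µM final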
# ARNT TACC3 PPI: disruptors of ARNT/TACC3 protein interaction, primary screen, biochemical, AlphaScreen, single concentration | 390,000 compounds, 0.66% hits | AID 623870, 2012 | inhibition, % at 9.99 µM | AlphaScreen His-ARNT PAS-B/GST-TACC3 binding, luminescence; TACC3 fragment carries E629A point mutation;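 active means mean inhibition of replicates at least 50% and at least half of replicates each reaching 50%; inconclusive means half or more replicates reach 50% but mean below 50%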;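 further: 0% = complete ARNT plus TACC3 wells and 100% = ARNT alone without TACC3; many hits fall short of the cut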
# ERp5 block: inhibitors of ERp5-driven insulin aggregation, primary screen, biochemical, turbidity, absorbance 650 nm, single point; 90 min; inhibition, % at 9.99 µM; 350,000 compounds, 0.05% hits; Protein disulfide-isomerase A6 (Homo sapiens), Q15084; AID 651711, 2012;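 active means mean replicate inhibition above about 25%, with every replicate also reaching it, limit read from the data, passing the limit was not always enough; inconclusive means only one of those two criteria met; inactive means neither criterion met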
# Target sequence (Q15084 whole entry, looked up): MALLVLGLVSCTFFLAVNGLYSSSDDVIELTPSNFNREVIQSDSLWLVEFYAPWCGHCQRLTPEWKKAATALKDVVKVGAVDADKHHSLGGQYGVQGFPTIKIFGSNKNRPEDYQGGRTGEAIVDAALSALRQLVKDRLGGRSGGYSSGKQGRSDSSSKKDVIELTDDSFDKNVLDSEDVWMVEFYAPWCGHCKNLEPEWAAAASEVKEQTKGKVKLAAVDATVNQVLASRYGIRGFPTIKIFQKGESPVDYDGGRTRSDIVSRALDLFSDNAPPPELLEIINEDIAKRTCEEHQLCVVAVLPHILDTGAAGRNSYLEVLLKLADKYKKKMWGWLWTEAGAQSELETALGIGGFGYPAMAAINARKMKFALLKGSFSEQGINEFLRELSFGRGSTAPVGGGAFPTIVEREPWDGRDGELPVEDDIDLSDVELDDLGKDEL
# GSIS activator: GLuc luminescence reporter in INS-1E cells, primary screen for activators of glucose-dependent secretion of insulin; activation, % at 16.6 µM; 370,000 compounds, 0.61% hits; INS-1E GLuc reporter insulin secretion, 2-3 h; AID 743287, 2014;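 active means lowest replicate activation of at least 40%, so every replicate reaches that level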;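 further: 0% = median of neutral control wells and 100% = median of IBMX positive control wells; some compounds called inactive have numbers as strong as hits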
# An asterisk follows results filed as active; ? = inconclusive; . = not tested or not shown; & = joins results of further samples.
SMILES,PAX8 inh HTS,DENV2 CPE,EWS-Fli inh,F508del corr,XiGFP reactiv,ARNT TACC3 PPI,ERp5 block,GSIS activator
CN(C)C(=O)c1ccc(-c2ccc3c(c2)[C@H]2[C@H](CCN2C(=O)c2ccc4c(c2)OCO4)[C@@H](CO)N3)cc1,-6,.,0,1.8,0.0,-7,.,-11
COc1cc(OCc2ccccc2)c(CC(=O)O)c([N+](=O)[O-])c1,9,-8,-1,1.8,0.4,.,8,.
Cc1noc(C)c1NC(=O)N(C)C[C@H]1Oc2ccc(NC(=O)Nc3ccc4c(c3)OCO4)cc2CC(=O)N([C@@H](C)CO)C[C@H]1C,-15,-4,0,3.4,-1.0,.,3,19
Cc1ccc(-c2noc(-c3ccoc3C)n2)cc1,-164,-2,-78,0.2,0.1,.,0,2
CCc1nc2ccc(C(=O)Nc3cccc(NS(C)(=O)=O)c3)cn2c1N(C=O)CCC(C)C,9,-14,8,0.3,0.5,.,0,1
COC(=O)c1cccnc1NC(=S)NC(C)C,-3,7,2,-1.4,0.1,11,2,25
O=C(COC(=O)CCC(=O)c1ccc(F)cc1)Nc1ccc(Cl)cn1,14,10,-1,1.6,-0.1,10,-2,4
COc1cccc(NC(=O)N[C@H]2C=C[C@@H](CC(=O)NCc3ccncn3)O[C@@H]2CO)c1,-11,-3,-5,-2.0,0.4,15,-1,4
COc1ccc(NC(=O)N(C)C[C@@H]2Oc3ccc(NC(=O)Nc4c(C)noc4C)cc3C(=O)N([C@@H](C)CO)C[C@@H]2C)cc1,-13,-3,-2,-2.3,0.0,9,.,17
CCC(=O)NC[C@@H]1[C@@H](c2ccccc2)[C@H](CO)N1C(=O)C1CC1,-7,-9,-3,-3.1,0.1,-4,13,1
CCOC(=O)c1cccc(NC(=O)c2cc(C)nn2-c2ccccc2)c1,-8,0,-4,-5.1,0.4,-2,0,.
O=C(NCc1nc2ccccc2[nH]1)C1=C[C@H](c2ccccc2)C[C@H](OCCCCO)O1,10,1&-6,-6&-7,1.3&0.0,-0.2,-3&6,3&0,-10
O=C(O)CSCc1nc2ccccc2[nH]1,25,-3,9,0.2,0.1,-1,5,10
CC1=C/C(=N\Nc2ccccc2[N+](=O)[O-])CC(C)(C)C1,10,-3,-3,5.2,0.0,.,0,-6
CCN=C1NC(c2ccc(C(F)(F)F)cc2)C(C(=O)OC)=C(C)N1Cc1cccc(C(F)(F)F)c1 (stereo not drawn),17,-6,-20,3.9,0.1,.,1,41*
COC(=O)c1ccc2nc(-c3ccc(S(C)(=O)=O)cc3)cn2c1,-66,0,-17,-0.1,-0.1,-3,-4,-8
COc1ccc(S(=O)(=O)N(C)C[C@@H]2Oc3ccc(NS(=O)(=O)c4ccccc4)cc3CC(=O)N([C@H](C)CO)C[C@H]2C)cc1,4,12,3,-2.3,-0.9,0,-8,11
CSc1ccc(C#N)cc1NC(=O)c1cccnc1Cl,13,4,-2,0.3,0.0,.,1,-6
Cc1ccc2c(c1)N(CC(=O)N1CCCC1)C(=O)c1cccnc1O2,-5,10,-4,0.3,0.0,3,-2,0
CCn1c(SCC(=O)N2CCCCCC2)nc2ccccc2c1=O,12,0,5,-2.4,0.0,10,-1,23
COc1cccc(Nc2nc(C(N)CCc3ccccc3)cs2)n1 (stereo not drawn),20,-4,25,0.5,0.0,.,3,-5
COCCCNC(=O)c1cc(-c2cccnc2)nc2ccccc12,-4,5,3,-1.0,0.0,-29,0,32
COc1cccc(C(c2ccccc2)N2C3CCC2CN(S(=O)(=O)c2ccc(F)cc2)CC3)c1 (stereo not drawn),3,-2,5,-4.4,-0.1,1,-5,6
CCN(CC)C(=O)CCCSc1nnc(Nc2ccccc2F)s1,-125,-4,-71,-3.3,0.0,3,7,-4
Fc1ccc(C2CC(c3ccccc3)Nc3ncnn32)cc1 (stereo not drawn),18,-4,-2,1.5,0.3,.,7,13
COC(=O)C[C@H]1C=C[C@H](NC(=O)Nc2ccc(C(F)(F)F)cc2)[C@@H](CO)O1,3,-4,-14,0.0,-0.5,0,0,15
CCOc1ccc(CCN2C(=O)C(=O)N([C@@H](Cc3ccc(O)cc3)CN3CCC[C@H]3CN3C(=O)C(=O)NC[C@@H]3CC(C)C)C[C@@H]2Cc2ccccc2)cc1,11,-1,0,-0.1,0.0,.,8,-2
COC(=O)c1ccc(NC(=O)C[n+]2ccccc2)cc1,-3,3,14,-2.8,0.0,-2,2,3
CC1CCC(NC(=S)NCCN(C)C)CC1 (stereo not drawn),-48,1,-10,-2.7,0.2,-1,1,9
COc1ccc(-c2cncnc2-c2ccc(OC)cc2O)cc1,-20,5,-7,-0.2,0.1,12,3,23
CC(C)CN1CCC(=O)N([C@H](CO)c2ccccc2)CC1,2,0,6,-1.0,0.0,-2,-9,1
Nc1ccc(-c2nc3ccc(N)cc3[nH]2)cc1,45,-6,2,-3.1,0.1,-2,0,-4
COc1cccc(CNC(=O)C[C@@H]2C=C[C@@H](NC(=O)C3CCC3)[C@H](CO)O2)c1,0,.,-1,-2.1,0.1,.,.,9
C[C@@H](NC(=O)C[C@H]1CC[C@@H]2[C@H](COC[C@H](O)CN2Cc2cc(F)ccc2F)O1)c1ccccc1,-18,4,-1,-0.1,0.2,-2,0,2
CO[C@@H]1CN(C)C(=O)c2ccc(NC(=O)NC(C)C)cc2OC[C@@H](C)N(CCC(F)(F)F)C[C@@H]1C,.,33*,-4,1.6,0.1,3,-4,-10
Cc1noc(C)c1S(=O)(=O)Nc1ccc2c(c1)CC(=O)N([C@@H](C)CO)C[C@@H](C)[C@H](CN(C)S(=O)(=O)c1ccc(Cl)cc1)O2,5,9,-8,-0.2,-0.1,.,-1,-10
C[C@H](CO)N1C[C@H](C)[C@H](CN(C)CC2CC2)Oc2c(NS(=O)(=O)c3cccs3)cccc2C1=O,-4,1,3,-0.1,0.2,4,2,7
C[C@@H]1CN([C@H](C)CO)C(=O)c2cc(NS(C)(=O)=O)ccc2O[C@@H]1CN(C)C(=O)Nc1cccc2ccccc12,-10,-7,.,-0.4,0.0,-12,7,4
COc1ccc(C2CC(c3ccccc3)=NN2C(=O)c2ccc(F)cc2)cc1 (stereo not drawn),7,-7,-8,-4.2,0.3,-18,2,-20
CC(=O)Nc1ccc2c(c1)Cc1c-2cc(Cl)c(NC(C)=O)c1Cl,-25,-7,5,1.6,0.3,-7,4,11
CC1CCCN(c2ccc(C(=O)Nc3nnc(C4CC4)s3)cc2[N+](=O)[O-])C1 (stereo not drawn),6,-1,-13,.,0.2,-3,1,22
O=C(Cc1ccccc1)NCCC1=CCCCC1,-9,-1,4,.,0.1,-1,0,0
CC1CN(C(=O)CCNS(=O)(=O)c2ccc(Br)cc2)CC(C)O1 (stereo not drawn),8,-2,-11,-2.0,0.3,-23,-3,9
C/C=C/c1ccc2c(c1)O[C@H](CN(C)C(=O)Cc1cccnc1)[C@H](C)CN([C@@H](C)CO)S2(=O)=O,-2,.,-9,-0.1,-0.8,.,.,6
COc1ccc(S(=O)(=O)N2CCOC2CNC(=O)C(=O)NCc2ccccn2)cc1 (stereo not drawn),19,-6,.,-2.1,-0.1,9,-1,11
COc1ccccc1S(=O)(=O)Cc1ccc(C(=O)N2CCCC2)o1,-7,12,-3,0.8,-0.1,-7,10,0
C[C@@H]1CN([C@@H](C)CO)C(=O)CCCn2cc(nn2)CO[C@H]1CN(C)C(=O)Cc1ccccc1,-3&-1&-13,-2&15,-1&-9&-6,-1.9&0.2&-0.9,-0.2&0.3,-4,0&0,8&17
CO[C@H]1CN(C)C(=O)c2cc(NC(=O)c3ccc(Oc4ccccc4)cc3)ccc2OC[C@@H](C)NC[C@H]1C,-1,26*,6,-9.3,0.0,9,7,11
Cc1nc(-c2c(C(F)(F)F)noc2-c2ccc(O)cc2O)cs1,.,7,17,0.0,.,39,3,-14
OC[C@H]1O[C@@H](n2cnc3c(NC4CCCC4)ncnc32)[C@H](O)[C@@H]1O,24,-9,-12,-1.1,0.0,3,2,.
CC(=O)N(C)C[C@H]1Oc2cc(C#CC3CCCCC3)ccc2S(=O)(=O)N([C@@H](C)CO)C[C@H]1C,.,1,8,-2.8,2.9,2,4,-7
CCN1CCN(C(=O)Cn2ncc3c2-c2ccccc2OC3)CC1,-3,-11,5,-3.4,-0.1,-1,0,3
C[C@H](NC(=O)C[C@@H]1C[C@@H]2c3cc(NC(=O)Cc4ccncc4)ccc3O[C@@H]2[C@H](CO)O1)c1ccccc1,-10,?,0,1.7,0.0,-2,-8,10
CN(C)S(=O)(=O)c1ccc(C(=O)OCc2nnc(-c3ccccc3)o2)cc1,-11,1,-6,-0.4,0.0,-1,0,-3
COc1cc(C)ccc1OCc1cc(C(=O)NCCN2CCCC(O)C2)no1 (stereo not drawn),-2,62*,-9,-1.5,0.0,0,4,13
Cc1ccc(S(=O)(=O)N(C)C[C@@H]2Oc3ccc(NS(=O)(=O)c4ccccc4)cc3C(=O)N([C@H](C)CO)C[C@@H]2C)cc1,.,13,5,2.3,0.0,-5,-2,-16
S=C(NC1CCCCC1)N1CCN(C2CCCCC2)CC1,3,-4,4,0.7,-0.2,23,2,-4
NS(=O)(=O)c1ccc(CNC(=O)/C=C/c2ccccc2[N+](=O)[O-])cc1,29,3,12,?,-0.1,-1,3,4
Cc1ccc(C(=O)O)cc1NCc1cccnc1,-18,12,3,2.2,0.0,.,-2,-14
Cc1ccc(C(=O)Nc2cc([N+](=O)[O-])ccc2F)s1,35,5,-20,-2.2,0.0,-1,-2,.

# Carrying on.
SMILES,PAX8 inh HTS,DENV2 CPE,EWS-Fli inh,F508del corr,XiGFP reactiv,ARNT TACC3 PPI,ERp5 block,GSIS activator
Cc1c(C)c(C)c(C(=O)C2CCN(c3ccc([N+](=O)[O-])cn3)CC2)c(C)c1C,1,6,12,-2.4,0.2,0,1,2
CC(C)N(C(=O)[C@H]1C[C@H](CC(=O)NCC23CC4CC(CC(C4)C2)C3)C(=O)N2CCc3c([nH]c4cc(CCC(=O)N(C)C)ccc34)[C@]12C)C(C)C,28,-6,12,2.8,0.6,1,-7,-55
O=C(O)CC1(CC(=O)Nc2ccc(C(F)(F)F)cc2)CCCC1,-22,-2,0,2.0,0.1,3,8,15
COc1ccc(C(=O)N(C)c2ccccc2C(=O)NCCc2ccccc2)cc1,29,0,.,-1.5,0.2,-7,4,-14
CC1(Oc2ccc(Cl)cc2)CCN(Cc2ccc(OC(F)(F)F)cc2)C1 (stereo not drawn),.,4,1,-0.8,0.1,.,-1,-16
CCOC(=O)C1CCCN(C(=O)/C(=C/c2ccco2)NC(=O)c2ccccc2)C1 (stereo not drawn),-3,-4,9,-2.5,0.2,3,3,-11
O=C(Nc1ccccc1F)N1CC(=O)N2[C@H](C1)[C@@H](c1ccc(-c3cccnc3)cc1)[C@@H]2CO,.,1,-1,-4.7,0.1,.,4,3
